S2 tox: reduces viability in counter-screen for ATXN expression inhibitors; AID 651635; Potency, µM (series often up to 56.7 µM), actives largely listed as cytotoxic; S2 cells (HEK-293 line with an ATXN2-luciferase reporter) viability, CellTiter-Fluor protease fluorescence, 24 h; 0.49% of 400,000 active; note: nearly all actives have a fitted effect of over 40% in size
Nrf2 inh: inhibitors of Nrf2 signaling; A549 ARE-Fluc reporter, luciferase luminescence, 18-24 h; Potency, µM (doses to about 46 µM), for the others: at the top dose activity change, negative = inhibition, most hits filed as inhibitors; 2.1% of 360,000 active; note: % is set by controls: 0 for no effect and ±100 for the full control effect; nearly all actives have a fitted effect of over 60% in size
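A549 ARE_Fluc cells (5000/well, 5% FBS OPTI-MEM) pre-incubated 2 h, then treated with compounds 18-24 h at 37C/5% CO2 in concentration-response. CellTiter-Fluor viability read first; BugLite luciferase luminescence after 15 min at room temperature gives Nrf2 activity.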
EPAC2 antagonist: antagonists of human EPAC2. 0.18% of 360,000 active. EPAC2 GEF exchange of Rap1B-BODIPY-GDP, fluorescence. Potency, µM (top dose mostly 114 µM), for inactives: top-dose activity, negative = inhibition, most hits filed as inhibitors. AID 720708. Q8WZA2; note: % is set by controls: 0 for no effect and ±100 for the full control effect; nearly all actives have a fitted effect of over 45% in size; many of its hits are not listed in these tables
Target sequence (Q8WZA2 whole entry, looked up): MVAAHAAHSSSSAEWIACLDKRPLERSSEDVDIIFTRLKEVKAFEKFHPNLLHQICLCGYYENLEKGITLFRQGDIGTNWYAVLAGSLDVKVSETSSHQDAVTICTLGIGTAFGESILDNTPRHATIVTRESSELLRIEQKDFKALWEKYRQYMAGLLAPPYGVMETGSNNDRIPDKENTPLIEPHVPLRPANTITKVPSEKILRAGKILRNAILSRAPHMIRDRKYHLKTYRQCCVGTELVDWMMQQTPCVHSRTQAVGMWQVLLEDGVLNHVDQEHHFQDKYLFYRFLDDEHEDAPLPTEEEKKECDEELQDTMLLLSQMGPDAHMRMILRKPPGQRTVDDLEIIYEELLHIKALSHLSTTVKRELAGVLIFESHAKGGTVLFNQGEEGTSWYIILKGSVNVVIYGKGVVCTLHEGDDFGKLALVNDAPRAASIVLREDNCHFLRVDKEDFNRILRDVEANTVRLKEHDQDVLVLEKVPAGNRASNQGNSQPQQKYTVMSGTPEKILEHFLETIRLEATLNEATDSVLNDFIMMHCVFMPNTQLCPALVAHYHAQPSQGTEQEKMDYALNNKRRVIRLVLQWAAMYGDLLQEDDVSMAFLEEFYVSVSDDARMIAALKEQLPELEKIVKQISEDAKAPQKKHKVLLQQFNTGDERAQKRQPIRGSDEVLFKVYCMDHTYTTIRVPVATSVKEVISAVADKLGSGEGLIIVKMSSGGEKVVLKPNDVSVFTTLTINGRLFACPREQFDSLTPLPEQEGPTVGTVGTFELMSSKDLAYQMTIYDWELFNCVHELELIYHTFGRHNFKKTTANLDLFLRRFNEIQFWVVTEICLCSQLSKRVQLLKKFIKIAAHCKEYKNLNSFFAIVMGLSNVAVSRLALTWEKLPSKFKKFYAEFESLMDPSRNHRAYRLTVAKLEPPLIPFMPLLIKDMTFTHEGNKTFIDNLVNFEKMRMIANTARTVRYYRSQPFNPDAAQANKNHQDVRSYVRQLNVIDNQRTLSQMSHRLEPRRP
TGFb SMAD3 inh: blocks TGF-b signaling; AID 588855; 1.2% of 410,000 active; HepG2 CAGA-GFP TGF-b/SMAD3 reporter, GFP fluorescence, 18 h; TGF-beta stimulated, 500 pg/mL final; Potency, µM (titrated, usually from 46.1 µM), for inactives: at the highest dose activity, negative = inhibition, most hits filed as inhibitors; note: % is set by controls: 0 for no effect and ±100 for the full control effect; nearly all actives have a fitted effect of over 65% in size
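TGF-beta reporter screen: HEPG2 CAGA-GFP, 1% FBS, 500 pg/mL TGF-beta final, 18 h; per-cell GFP summed per well; curves fitted and categorized by class.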
HepG2 tox: counter-screen for TGF-b inhibitors: cytotoxicity in HepG2 cells. HepG2 CAGA-GFP viability, ATP luminescence, 18 h. Potency, µM (series often up to 46.1 µM), inactives show at the highest dose activity change, negative = cytotoxicity, usual class: cytotoxic. 0.76% of 410,000 active. AID 588856; note: some results filed as inactive show a strong effect at the top dose
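CellTiter-Glo luminescence gave cytotoxicity after 18 hours at 37 degrees C. The cells were HepG2 CAGA-GFP in 1% FBS DMEM, stimulated with 500 pg/mL TGF-beta after compound addition. %Activity was normalised to no-cell wells (complete cell-killing) and DMSO (no toxicity), and curves were fitted and classified.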
Nrf2 activator: activators of Nrf2 (ARE) signaling. AREc32 ARE-luciferase reporter (MCF7-derived line), luminescence, 24 h. Potency, µM (titrated, usually from 46.1 µM), for the others: at the highest dose activation, usual class: activators. 0.31% of 410,000 active. AID 624171; note: % of control where 0% means no effect; nearly all actives have a fitted effect of over 65% in size
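ARE activation measured as luciferase luminescence (Steady-Glo, 30 min RT) in AREc32_Fluc cells after 24 hr compound exposure at 37 deg C, 5% CO2; cells seeded overnight at 1000/well in OPTI-MEM, 5% FBS.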
ATXN2 expr inh: ATXN2 expression inhibition. HEK-293 ATXN2-luciferase reporter, luminescence, 24 h. Potency, µM (highest dose often 57 µM), for inactives: top-dose activity change, negative = inhibition, most hits filed as inhibitors. 0.72% of 360,000 active. AID 1745845; note: % is set by controls: 0 for no effect and ±100 for the full control effect; nearly all actives have a fitted effect of over 55% in size
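ATXN2-luciferase reporter cells (luciferase flanked by upstream and downstream ATXN2 gene portions) were treated 24 h at 37 °C with compounds at up to 57 uM. SteadyGlo luminescence gave expression; GF-AFC fluorescence gave viability.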
MCF10A rerep: DNA re-replication induction in MCF 10a cells. MCF 10A DNA re-replication, Hoechst nuclear intensity, 48 h. Potency, µM (titrated, usually from 46.1 µM), inactives show at the highest dose activity, positive = re-replication, most hits filed as activators. 2.9% of 350,000 active. AID 624296; note: % of control where 0% means no effect; nearly all actives have a fitted effect of over 50% in size
A549 viability: A549 cytotoxicity, counter-screen for Nrf2 inhibitors | Potency, µM (top dose mostly 46 µM), without a hit: top-dose activity change, negative = cytotoxicity, most hits filed as inhibitors | A549 ARE-Fluc cells, CellTiter-Fluor viability, 18-24 h | 0.16% of 390,000 active | AID 504648; note: % is set by controls: 0 for no effect and ±100 for the full control effect
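A549 ARE-Fluc cells in 5% FBS OPTI-MEM, 5000 cells/well, rested 2 h then exposed to compounds in concentration-response for 18-24 h at 37 °C. Viability by CellTiter-Fluor fluorescence (Ex 405/Em 525) after 30 min; luciferase luminescence (BugLite, 15 min, RT) read afterwards.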
The depositor's hits bear a star; i = inactive; ? = inconclusive; . = no result given; [ ] = remark or other dose. Calls come from the whole dose curve; as a rule, active = well fitted curve in the direction sought with a large enough effect; inconclusive = small, poorly fitted or top-dose-only effect, or another doubt; inactive = no such curve, though single readings can be large; an effect the other way counts as inactive or inconclusive. Potency is the fitted concentration of half-maximal effect.

SMILES	S2 tox	Nrf2 inh	EPAC2 antagonist	TGFb SMAD3 inh	HepG2 tox	Nrf2 activator	ATXN2 expr inh	MCF10A rerep	A549 viability
Cc1ccc(-n2c(SCC(=O)NCc3ccco3)nc3sc4c(c3c2=O)CC(C)(C)SC4)cc1	i	6%	3%	9%	-26%	-1.4%	-11%	?	9%
Cc1cc(C(=O)N2CCN(c3ncccn3)CC2)c(C)o1	i	6%	0%	8%	-2%	0.2%	12%	1%	5%
Cc1cnn(CCC(=O)NNC(=S)NCC(C)C)c1	i	2%	19%	0%	-6%	0.2%	10%	-3%	1%
Cc1nn(Cc2ccc(Cl)cc2)c(C)c1NC(=O)Cn1nc([N+](=O)[O-])c(Cl)c1C	i	.	9%	4%	-5%	1.4%	6%	?	1%
Cc1ccc(NC(=O)C(Cc2ccccc2)NS(=O)(=O)c2ccc3c(c2)oc(=O)n3C)cc1F (centres undefined)	i	17%	.	2%	-18%	3.1%	-10%	.	24%
Cn1cccc1/C=N/n1cnnc1	i	0%	7%	0%	-7%	-0.1%	2%	-1%	0%
C#CCSc1nnc(-c2ccc([N+](=O)[O-])cc2)o1	i	10%	-8%	-51%	-36%	13%	.	-7%	2%
COc1cccc(NC(=O)N(C)C[C@@H]2OCc3cnnn3CCCC(=O)N([C@@H](C)CO)C[C@H]2C)c1	i	.	-1%	-5%	10%	-0.7%	3%	.	.
CCC(=NC(CC)CO)C1=C(O)CC(C)(C)CC1=O (centres undefined)	i	-6%	-8%	-2%	-1%	-0.4%	-2%	-3%	?
COC(=O)c1c(-c2ccc3ccccc3c2)csc1NC(=O)Cc1ccc(OC)c(OC)c1	i	.	-1%	?	-5%	-0.3%	-24%	?	?
CC(C)(C)n1ncc2c(=O)n(CC(=O)N3CCN(c4ccccc4)CC3)cnc21	i	-6%	-2%	2%	-5%	-0.6%	-5%	?	-1%
N#Cc1nc(COc2ccccc2Cl)oc1NCc1ccco1	i	1%	6%	-12%	-9%	8.7%	-2%	9%	0%
COc1ccccc1CNC(=O)C1CCN(S(=O)(=O)c2ccc3nc4c(c(C(=O)O)c3c2)CCCC4)CC1	i	0%	5%	3%	-5%	-0.7%	-8%	-4%	-1%
CC1=C(C(=O)N(C)C)C(c2ccccc2OC(F)F)NC(=O)N1 (centres undefined)	i	0%	4%	-8%	-2%	0.4%	0%	5%	1%
CC(C)N(C)c1ncnc2c1ncn2[C@H]1CN(Cc2cccs2)C[C@@H](CO)O1	i	.	5%	13%	-2%	0.2%	5%	.	.
CC(=O)Nc1ccc(NC(=O)CSc2ncc(C(=O)Nc3ccc(Cl)cc3)c(=O)n2C)cc1	i	20%	14%	-18%	-1%	3.1%	9%	?	-16%
C=CCc1ccc(OCCOc2cccc3cccnc23)c(OC)c1	i	-11%	-27%	-4%	-3%	-0.1%	2%	-37%[inhibitor]	3%
CCn1c(SCC(=O)Nc2cccc(F)c2)nnc1-c1cc2cc(Br)ccc2o1	?	.	6%	?	-21%	-0.3%	?	?	-4%
Cc1nn(Cc2ccc(C(=O)NC(C)(C)C)o2)c(C)c1Br	i	18µM*	-5%	-5%	-2%	0.6%	-25%	9%	-16%
COc1ccc(C(=O)/C=C2/C(=O)Nc3ccccc32)cc1OC	?	-11%	8%	-2%	-15%	?	.	8.2µM*	26%
COC(=O)c1cccc(NS(=O)(=O)c2cccs2)c1C	i	?	-3%[57.1 µM]	-1%	23%	0.6%	27%	-3%	-4%
Cn1nccc1C(=O)N1CCc2ccccc21	i	20%	0%	15%	-5%	-0.6%	5%	-2%	-8%
O=C(CCNC(=O)c1ccco1)NCCc1c[nH]c2ccccc12	?	7%	-3%	10%	-10%	6.4%	-6%	-1%	1%
COc1ccc(-n2c(=O)c3ccccc3c3ccccc3c2=O)c(OC)c1	i	-8%	-11%	-11%	-9%	0.2%	15%	?	-1%
N=c1c2ccccc2nnn1-c1cccc(C(F)(F)F)c1	i	-28%	19%	1%	-4%	3.9%	36%	6%	-9%

Ordered by molecular weight (highest first): twelve of the compounds above
SMILES	S2 tox	Nrf2 inh	EPAC2 antagonist	TGFb SMAD3 inh	HepG2 tox	Nrf2 activator	ATXN2 expr inh	MCF10A rerep	A549 viability
Cc1ccc(-n2c(SCC(=O)NCc3ccco3)nc3sc4c(c3c2=O)CC(C)(C)SC4)cc1	i	6%	3%	9%	-26%	-1.4%	-11%	?	9%
COc1cccc(NC(=O)N(C)C[C@@H]2OCc3cnnn3CCCC(=O)N([C@@H](C)CO)C[C@H]2C)c1	i	.	-1%	-5%	10%	-0.7%	3%	.	.
COC(=O)c1c(-c2ccc3ccccc3c2)csc1NC(=O)Cc1ccc(OC)c(OC)c1	i	.	-1%	?	-5%	-0.3%	-24%	?	?
Cc1nn(Cc2ccc(Cl)cc2)c(C)c1NC(=O)Cn1nc([N+](=O)[O-])c(Cl)c1C	i	.	9%	4%	-5%	1.4%	6%	?	1%
CC(C)N(C)c1ncnc2c1ncn2[C@H]1CN(Cc2cccs2)C[C@@H](CO)O1	i	.	5%	13%	-2%	0.2%	5%	.	.
COc1ccc(-n2c(=O)c3ccccc3c3ccccc3c2=O)c(OC)c1	i	-8%	-11%	-11%	-9%	0.2%	15%	?	-1%
Cc1nn(Cc2ccc(C(=O)NC(C)(C)C)o2)c(C)c1Br	i	18µM*	-5%	-5%	-2%	0.6%	-25%	9%	-16%
C=CCc1ccc(OCCOc2cccc3cccnc23)c(OC)c1	i	-11%	-27%	-4%	-3%	-0.1%	2%	-37%[inhibitor]	3%
O=C(CCNC(=O)c1ccco1)NCCc1c[nH]c2ccccc12	?	7%	-3%	10%	-10%	6.4%	-6%	-1%	1%
COC(=O)c1cccc(NS(=O)(=O)c2cccs2)c1C	i	?	-3%[57.1 µM]	-1%	23%	0.6%	27%	-3%	-4%
C#CCSc1nnc(-c2ccc([N+](=O)[O-])cc2)o1	i	10%	-8%	-51%	-36%	13%	.	-7%	2%
Cn1cccc1/C=N/n1cnnc1	i	0%	7%	0%	-7%	-0.1%	2%	-1%	0%

(listing goes on)
SMILES	S2 tox	Nrf2 inh	EPAC2 antagonist	TGFb SMAD3 inh	HepG2 tox	Nrf2 activator	ATXN2 expr inh	MCF10A rerep	A549 viability
COc1cc2c(cc1OC)CN(CC(=O)NC(=O)NC1CCCCC1)CC2	i	-6%	-1%	0%	8%	-0.6%	-16%	19%	-1%
Cc1cc(C)c2oc(-c3cccc(NC(=O)c4ccco4)c3)nc2c1	?	-8%	.	-1%	0%	8.5%	-21%	.	2%
O=C(Cn1nc(-c2ccccc2)ccc1=O)Nc1ccc(N2CCN(C(=O)c3cccs3)CC2)cc1	i	-19%	1%	-27%	12%	0.2%	-29%	4%	0%
COc1ccc(-c2[nH]ncc2CN2CCC(c3ccncc3)CC2)cc1F	i	?	1%	-14%	0%	-0.3%	-12%	-3%	0%
CN(C)c1nc(-c2ccccc2)c2cc(Cl)ccc2n1	.	?	-1%	1%	13%	-0.2%	.	-6%	-7%
CCN(CCS(=O)(=O)c1ccc(Cl)cc1)C(=O)Nc1ccccc1	i	-6%	-4%	0%	1%	2.8%	-7%	-6%	1%
COc1cccc(NC(=O)CSc2nc3ccccc3c(=O)n2Cc2cccs2)c1	i	?	18%	?	6%	2.8%	4%	9%	-13%
Cc1c(Cc2ccc3c(c2)OCO3)sc(NC(=O)c2cccc3ccccc23)c1C(N)=O	i	-25%	-1%	?	-33%	-0.5%	-14%	?	-3%
CCc1ccc(NC(=O)C(C)OC(=O)C2CCC(=O)N2)cc1 (centres undefined)	i	3%	4%	-20%	-6%	2.6%	-2%	?	-2%
COc1ccc(NC(=O)CN(C)C(=O)c2cccnc2Sc2ccc(C)c(C)c2)cc1	i	-4%	-11%	-13%	-1%	-0.5%	-11%	13%	0%
CCCc1cc(-c2n[nH]c(=S)n2CC(C)C)cs1	i	-25%	-14%	-25%	-41%	-0.8%	0%	24%	4%
CCC(C(=O)N1CC2(C)CC1CC(C)(C)C2)N1C(=O)c2ccccc2C1=O (centres undefined)	i	-24%	0%	-3%	-56%	0.4%	-5%	5%	-6%
COC(=O)c1ccc(NC(=O)CSc2nnc3c4ccccc4n(C(C)C)c3n2)cc1	i	-6%	.	4%	-15%	-0.2%	-9%	.	-12%
COC(=O)c1cc2oc3ccccc3c2n1CC(=O)Nc1cccc(SC)c1	i	23%	.	?	-24%	16%	-13%	.	-2%
C=CC[n+]1c(-c2ccc(C)cc2)csc1Nc1c(C)n(C)n(-c2ccccc2)c1=O	i	-6%	-17%	-11%	1%	0.6%	-26%	7%	-1%
COc1ccc(N(CC(=O)NCc2ccc(Cl)cc2)S(=O)(=O)c2c(C)noc2C)cc1	i	-7%	8%	13%	7%	0.5%	-13%	-2%	0%
NC(=O)c1ccsc1NC(=O)COC(=O)c1ccccc1NCc1ccco1	i	-25%	-3%	-7%	-27%	-0.1%	0%	?	-2%
O=C(O)CN1C(=O)c2ccc(Oc3ccc([N+](=O)[O-])cc3)cc2C1=O	i	-8%	4%	13%	1%	-0.6%	5%	?	2%
CC(NS(=O)(=O)c1ccc(Br)cc1)C(=O)NCc1ccco1 (centres undefined)	i	-6%	0%	-3%	0%	1.8%	2%	-9%	15%

Screening data (PubChem BioAssay)

This is a subset (hit frequency here may not be typical).
